# FUS yeast rescue: FUS proteinopathy suppression in yeast; S. cerevisiae FUS-expressing, growth rescue, OD600, 24 h; Potency, µM (highest dose often 76.6 µM), inactives show top-dose growth rescue (activation), usual class: activators; 390,000 compounds, 0.24% hits; AID 1347120;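 also: potency is read from the fitted curve at half-maximal effect; plate controls were DMSO vehicle for no effect and reference control for full effect; nearly all actives have a fitted effect of over 55% in size; some results filed as inactive show a strong effect at the top dose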
#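 Compound concentration series was pinned onto galactose-induced FUS-expressing yeast seeded at OD 0.005. Plates sat 24hr at 30C; absorbance at 600 nm gave growth. DMSO served as background control.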
# TDP43 rescue: inhibitors of TDP-43 toxicity in yeast; TDP-43 expressing yeast growth rescue, BacTiter-Glo, 24 h; Potency, µM (doses to about 46.1 µM), for the others: top-dose growth rescue (activation), actives largely listed as activators; 410,000 compounds, 1.8% hits; AID 652104; also: potency is read from the fitted curve at half-maximal effect; % of control where 0% means no effect; nearly all actives have a fitted effect of over 50% in size
#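 Growth rescue of TDP-43-toxic yeast measured as ATP luminescence (BacTiter-Glo). Cells grown to mid-log in raffinose, induced in galactose at OD600=0.02, exposed to compound 24 hr at 30 deg C.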
# GLP1R inv ag: GLP-1 receptor (human) inverse agonism | P43220 | HEK293 GLP-1R CRE-luciferase, luminescence, 24 h; GLP-1R form is constitutively active | Potency, µM (series often up to 38.3 µM), without a hit: at the highest dose activity change, negative = inhibition, most hits filed as inhibitors | 410,000 compounds, 1.6% hits; also: potency is read from the fitted curve at half-maximal effect; % is scaled to controls: 0 for no effect and ±100 for the full control effect; nearly all actives have a fitted effect of over 55% in size
# Target sequence (P43220 whole entry, looked up): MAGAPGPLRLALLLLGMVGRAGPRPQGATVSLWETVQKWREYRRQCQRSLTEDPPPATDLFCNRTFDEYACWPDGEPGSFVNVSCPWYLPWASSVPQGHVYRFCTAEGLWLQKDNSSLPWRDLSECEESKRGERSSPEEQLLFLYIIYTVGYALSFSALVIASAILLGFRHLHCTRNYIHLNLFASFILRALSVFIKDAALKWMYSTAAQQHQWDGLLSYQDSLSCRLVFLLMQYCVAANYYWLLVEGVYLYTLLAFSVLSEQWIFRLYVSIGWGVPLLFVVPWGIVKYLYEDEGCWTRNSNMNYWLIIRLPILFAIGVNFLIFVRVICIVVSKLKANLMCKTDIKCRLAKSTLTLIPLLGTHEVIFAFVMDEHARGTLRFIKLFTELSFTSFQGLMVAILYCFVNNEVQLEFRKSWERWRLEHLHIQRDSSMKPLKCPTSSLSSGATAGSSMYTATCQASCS
#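 Cells are plated, allowed 12 hours at 37 deg C, then treated with compounds for 24 hr before luciferase detection reagent is added and luminescence is read after 12 min at room temperature. The HEK293 line carries constitutively active GLP-1R with a cAMP-responsive reporter.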
# MmCpn inh: blocks the Methanococcus maripaludis chaperonin Mm-Cpn; purified Mm-Cpn ATPase, ADP Transcreener TR-FRET; Potency, µM (titrated, usually from 76.9 µM), inactives show at the top dose activity, negative = inhibition, most hits filed as inhibitors; 330,000 compounds, 0.031% hits; also: potency is read from the fitted curve at half-maximal effect; % is scaled to controls: 0 for no effect and ±100 for the full control effect; nearly all actives have a fitted effect of over 80% in size
#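 ATPase turnover read by TR-FRET ADP competition (Eu cryptate antibody/ADP-d2, 665/590 nm): 10uM ATP final, 25nM Mm-CPN final, 30 min 37degC after 10-min compound preincubation, pH 7.4 Tris/KCl/MgCl2/DTT buffer.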
# HEK293 tox: cytotoxicity in counter-screen for GLP-1R inverse agonists | HEK293 cAMP-luciferase reporter cells, luminescence, 24 h | AID 624418 | Potency, µM (highest dose often 38.3 µM), for inactives: at the top dose activity change, negative = inhibition, most hits filed as inhibitors | 410,000 compounds, 0.13% hits;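 also: loss of luciferase light is scored as toxicity; potency is read from the fitted curve at half-maximal effect; % is scaled to controls: 0 for no effect and ±100 for the full control effect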
#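 To flag toxic compounds, the library was rerun on cells for 24 hr at 37 deg C and 5% CO2. Viability-linked luminescence was captured 12 min after adding luciferase detection reagent.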
# Akt phos inh: Akt phosphorylation inhibition; activity change, % for hits at 50 µM; Neuro2A IGF-stimulated pAkt S473 HTRF, 20 min; hits give low values; 360,000 compounds, 0.32% hits; AID 651550; in the data active = activity change below about -80%; inconclusive = mostly about -51% to -80%; also: % is scaled to controls: 0 for no effect and ±100 for the full control effect
#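 Single-point screen (50 µM final compound) in Neuro2A cells stimulated 20 min with 6 nM IGF at 37 deg C. After lysis, Ser473-phosphorylated Akt read by HTRF (ex 330 nm, em 615/665 nm) as the 665/615 ratio.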
# aSyn yeast inh: alpha-synuclein toxicity inhibition in yeast; Yeast expressing alpha-synuclein, growth rescue, BacTiter-Glo, 24 h; Potency, µM (top dose mostly 46.1 µM), inactives show at the top dose growth rescue (activation), usual class: activators; 370,000 compounds, 0.14% hits; also: potency is read from the fitted curve at half-maximal effect; % of control where 0% means no effect; nearly all actives have a fitted effect of over 65% in size
#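 Screening used galactose-induced yeast with toxic alpha-synuclein levels, exposed to compound for 24 hr at 30 deg C. Cell growth, read with BacTiter-Glo luminescence, gave the measured signal.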
# Abeta rescue: compounds reversing amyloid beta toxicity in yeast; yeast expressing A-beta42, growth rescue, OD600, 48 h; response scale: 0% DMSO, 100% iron-clioquinol control; Potency, µM (top dose mostly 46.1 µM), without a hit: at the highest dose growth rescue, most hits filed as activators; AID 1347071; 410,000 compounds, 0.063% hits; also: potency is read from the fitted curve at half-maximal effect; nearly all actives have a fitted effect of over 55% in size
#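 Yeast growth medium received pinned compounds, then yeast cells expressing toxic A-beta were added; plates incubated at 30 C for 48 hr. Growth read as absorbance at 600 nm, normalized to DMSO and equimolar FeCl3 plus clioquinol controls.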
# PTHR1 ag: PTHR1 (human) receptor agonism; Potency, µM (titrated, usually from 115 µM), without a hit: at the top dose activation, most hits filed as activators; 410,000 compounds, 0.075% hits; HEK293 GP2 PTHR1 cells, GloSensor cAMP luminescence, 1 h; also: potency is read from the fitted curve at half-maximal effect; nearly all actives have a fitted effect of over 55% in size; some results filed as inactive show a strong effect at the top dose; inactives centre near -15; many of its hits are not listed in these tables
# Target sequence (Q03431 whole entry, looked up): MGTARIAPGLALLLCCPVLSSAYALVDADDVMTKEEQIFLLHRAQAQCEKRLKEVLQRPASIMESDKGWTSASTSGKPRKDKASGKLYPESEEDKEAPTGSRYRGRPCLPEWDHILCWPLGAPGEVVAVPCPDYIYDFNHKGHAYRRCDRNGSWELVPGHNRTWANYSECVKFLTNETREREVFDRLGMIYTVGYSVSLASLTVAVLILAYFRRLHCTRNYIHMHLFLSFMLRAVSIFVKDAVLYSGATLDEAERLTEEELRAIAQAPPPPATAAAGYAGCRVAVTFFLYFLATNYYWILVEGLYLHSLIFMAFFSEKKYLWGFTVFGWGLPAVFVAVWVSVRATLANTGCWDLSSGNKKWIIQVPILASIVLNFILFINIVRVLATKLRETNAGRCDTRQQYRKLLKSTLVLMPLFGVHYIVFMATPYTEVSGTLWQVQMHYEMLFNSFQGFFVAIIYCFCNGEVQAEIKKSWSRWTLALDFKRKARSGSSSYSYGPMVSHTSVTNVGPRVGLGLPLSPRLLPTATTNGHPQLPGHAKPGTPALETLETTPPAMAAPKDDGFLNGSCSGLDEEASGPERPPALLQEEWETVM
#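 HEK-293-derived GP2 cells expressing PTHR1 and a GloSensor cAMP reporter, 3,000/well, plated overnight, given luciferin plus IBMX (each 0.5 mM as added) for 1 h at 37 °C, then compound for 1 h at 37 °C. Luminescence was read after 15 min at room temperature.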
# Starred values were filed as active, the others as inactive; i = inactive; ? = inconclusive; · = no result given; [ ] = another dose, or the depositor's remark. Unless noted, calls follow the shape of the dose curve; as a rule, active = well fitted curve in the direction sought with a large enough effect; inconclusive = small, poorly fitted or top-dose-only effect, or another doubt; inactive = no such curve, though single readings can be large; an effect the other way counts as inactive or inconclusive.
SMILES,FUS yeast rescue,TDP43 rescue,GLP1R inv ag,MmCpn inh,HEK293 tox,Akt phos inh,aSyn yeast inh,Abeta rescue,PTHR1 ag
COc1ccc2oc(=O)c(C(=O)N3CCN(c4cc(Cl)ccc4Cl)CC3)cc2c1,-13%,?,-6%,·,-1%,·,-7%,-23%,-19%
COc1cc(NC(=O)CCc2c(C)nc3c4c(C)cc(C)nc4nn3c2C)cc(OC)c1,-9%,11%,12%,·,15%,·,·,-14%,i
CCCC(=O)NC(=S)c1c(C)n(C)n(-c2ccccc2)c1=O,-3%,19%[9.22 µM],36%[activator],0%,0%,i,0%,1%,-14%
NC(=S)N/N=C/c1cn(CCC(=O)O)nc1-c1cccc(Br)c1,9%,4%,2%,0%,?,i,-4%,-9%,i
COc1ccc(CNC(=O)c2[nH]c(C)c(C(C)=O)c2C)cc1,35%,-6%,21%,-5%,0%,i,5%,-3%,-5%
Cc1occc1C(=O)N1CCCC(CO)(Cc2ccc(F)cc2F)C1 (configuration not stated),·,?,?,-1%,3%,i,5%,6%,i
c1ccc(CCCCc2ccccn2)cc1,-6%,0%,-1%,·,0%,i,12%,0%,i
O=C(CCNC(=O)c1ccco1)Nc1ccc(Cl)cc1F,4%,-18%,4%,1%,0%,i,-4%,-12%,i
OCC[C@@H]1C[C@@H](O)[C@H](O)[C@@]2(OCc3ccccc32)O1,-17%,7%,20%,6%,11%,i,3%,-14%,-15%
Cc1nnc(SCC(=O)Nc2ccc3c4c(cccc24)CC3)n1C,3%,11%,0%,1%,-22%,i,2%,6%,i
CCc1ccccc1N(CC(=O)N1CCCCC1)S(=O)(=O)c1ccccc1,23%,12%,?,0%,-2%,i,9%,-2%,i
O=C(CSc1cn(CCNC(=O)c2c(F)cccc2F)c2ccccc12)Nc1ccc(F)cc1,30%,0%,-13%,·,2%,·,·,-15%,-37%
CC(=O)Nc1cccc(C(=O)/C=C/c2ccc(F)cc2)c1,2%,11%,?,-6%,?,i,-8%,-21%,-31%[inhibitor]
CCOc1ccc(CNC(=O)c2ccc3nc(CC)c(CC)nc3c2)cc1OC,-12%,2%,0%,·,-1%,·,·,-9%,i
O=C(NC1CCCCC1)c1cccc(N2C(=O)CCC2=O)c1,0%,-12%,-15%,0%,-9%,i,0%,-3%,-11%
O=S(=O)(c1ccccc1F)N1CCCc2ccccc21,10%,?,?,-1%,14%,i,?,22%,-11%
Cc1nc2ccccc2cc1C(=O)O,6%,2%,0%,0%,24%,i,4%,6%,i
O=[N+]([O-])c1ccc(OCCO)c(P(=O)(c2ccccc2)c2ccccc2)c1,-3%,-23%,3%,1%,?,i,2%,1%,i
CC(=O)Nc1cc(-c2cccc(C(=O)N(C)C)c2)cn2c(-c3ccc(F)c(Cl)c3)cnc12,42%,17%,9%,·,3%,i,-1%,18%,i
Cc1nc(SCC(=O)Nc2ccc(Br)cc2)[nH]c(=O)c1Cc1ccccc1,-9%,8%,10%,·,-5%,·,-7%,3%,-34%[inhibitor]
CCc1ccccc1N1C(=O)CN(Cc2cc(OC)c(OC)c(OC)c2)C1=S,2%,-2%,?,0%,6%,i,3%,-2%,-3%
Cc1cc(C)cc(NS(=O)(=O)c2ccc3c(c2)c(=O)n(C)c(=O)n3C)c1,9%,-5%,?,-1%,?,i,6%,-5%,-12%
N/C(COc1cccc(Cl)c1)=N\O,20%,7%,12%,3%,8%,i,2%,15%,-6%
O=C(N/N=C/c1ccc2ncccc2c1)c1cccc([N+](=O)[O-])c1,-26%,0%,9%,0%,-14%,i,-1%,-11%,-10%
COc1cc([N+](=O)[O-])ccc1NC(=O)Nc1cccnc1,23%,0%,4%,2%,-14%,i,?,-5%,i
CN(C)CCCn1c(SCCN2C(=O)c3ccccc3C2=O)nc2ccccc2c1=O,5%,11%[9.22 µM],0%,0%,14%,i,-1%,8%,-23%
CC(C)[C@H](NC(=O)c1cccc(S(=O)(=O)N2CCOCC2)c1)C(=O)Nc1nc2ccccc2s1,·,20%,?,0%,-10%,i,3%,8%,-12%
Cc1cc(NC(=O)CCc2ccc(C)o2)no1,-2%,-12%,11%,0%,-17%,i,-31%[inhibitor],0%[9.22 µM],i
Cc1[nH]c(=O)[nH]c(=O)c1/C=N/NC(=O)[C@H](CC(C)C)NC(=O)OC(C)(C)C,·,6%,16%,0%,11%,i,2%,1%,i
O=C(Cn1nnc(-c2ccccc2NC(=O)c2cccs2)n1)Nc1ccccc1,-24%,-6%,?,-2%,-20%,i,-3%,5%,-18%[57.5 µM]
CCOC(=O)c1cnc2cc(Cl)c(OC)cc2c1Nc1ccc(Br)cc1C,-7%,1%,21%,·,-4%,·,·,-7%,6%
COC(=O)c1ccc(N2C(=O)c3ccc(OC)c(OC)c3C2=O)cc1,-14%,2%,39%[activator],-1%,-3%,i,0%,16%,i
CCCCn1nc(C(=O)NCC(c2cccs2)N2CCOCC2)c2ccccc2c1=O (configuration not stated),7%,16%,?,-1%,5%,i,-1%[1.84 µM],0%,-36%[inhibitor]
O=C(COc1ccc(C(=O)c2ccccc2)cc1)NC1CCCCCC1,·,-2%,8.9µM*,2%,-13%,i,-1%,-14%,-54%[inhibitor]
CCOc1ccccc1-c1cnc(NC)cn1,-21%,14%,3%,·,7%,i,-16%,-8%,-92%[inhibitor]
O=C(NCc1cccc(Cl)c1)C1Cc2c(-c3ccc(Cl)cc3)ccnc2O1 (configuration not stated),-11%,?,-5%,·,-10%,i,-9%,3%,i
CN1C(=S)SC(N(O)C=C2C=CC(=O)C=C2)C1(C)C (configuration not stated),3%,14%,6%,3%,6%,i,-8%,-15%,-16%[57.5 µM]
Cc1noc(C)c1C(=O)Nc1nc2ccccc2s1,8%,-13%,41%,-4%,-1%,i,7%,14%,-19%
CCCCN1C(=O)c2[nH]nc(-c3ccccc3O)c2C1c1cc(Br)c(O)c(OC)c1 (configuration not stated),?,21%,?,·,-21%,·,·,10%,i
COC(=O)CSc1nc(N)c2c3c(sc2n1)C(c1ccccc1)SC(c1ccccc1)C3 (configuration not stated),·,21%,?,-8%,?,i,4%,8%,-30%
Cc1ccc(C(C)NC(=O)c2ccncc2)c(C)c1 (configuration not stated),-3%,-7%,-15%,0%,6%,i,0%,-5%,-40%[inhibitor]
COC(=O)c1ccccc1S(=O)(=O)N1CCC(NC(=O)C(Cc2cccc(OC)c2OC)NC(C)=O)CC1 (configuration not stated),-8%,22%,7%,-2%,5%,i,7%,6%,-10%
CC(=O)c1ccc(OCc2cc(=O)n3ccsc3n2)cc1,·,13%,31%[activator],1%,6%,i,?,12%,i
Cc1cc(=O)oc(C)c1C(=O)N1CCCCC1,-8%,2%,11%,1%,15%,i,1%,-19%,i
CCN(CC)CCNC(=S)Nc1ccc(Cl)cc1,4%,14%,?,2%,0%,i,0%,9%,-13%
CCCCn1c(N)c(N(CCOC)C(=O)c2ccc(Cl)c(S(=O)(=O)N3CCCCC3)c2)c(=O)[nH]c1=O,0%,0%,7%,-3%,14%,i,-1%,-11%,i
O=C(Cn1c(=O)c2cccn2c2cccnc21)NCc1cccc(F)c1,-22%,15%,0%,·,2%,·,·,-2%,i
CCOc1ccc(NC(=O)COc2ccc(-n3cnnn3)cc2)cc1,-8%,15%,14%,-1%,3%,i,-10%,6%,-9%
Cc1cccc(NC(=O)CSc2nnc([C@@H]3CCCN3C(=O)OC(C)(C)C)o2)c1C,-2%,11%,19%,-2%,-9%,i,0%,16%,i
CC(NC(=O)CN1CCOCC1)c1ccc(F)cc1 (configuration not stated),6%,8%,1%,-1%,0%,i,-6%,5%,i

# The listing continues.
SMILES,FUS yeast rescue,TDP43 rescue,GLP1R inv ag,MmCpn inh,HEK293 tox,Akt phos inh,aSyn yeast inh,Abeta rescue,PTHR1 ag
COc1cc(CN2CC(=O)N(c3ccc(C)c(C)c3)C2=S)cc(OC)c1OC,·,-5%,-36%,2%,-22%,i,-5%,0%,-3%
CN(C(=O)CCc1nnc(CCCCc2ccccc2)o1)C1CC(C)(C)NC(C)(C)C1,-2%,6%,?,-16%,20%,i,-1%,-6%,-31%[inhibitor]
O=C1CSc2ccc(C(=O)NCc3ccccn3)cc2N1,-6%,5%,19%,?,21%,i,-8%,-7%,?
O=C(CCN1C(=O)/C(=C/C=C/c2ccccc2)SC1=S)Nc1cccnc1,23%,-3%,7%,-1%,-26%,i,6%,5%,-5%
COc1ccc(CC(=O)Nc2c(C(=O)N3CCN(c4ccccc4OC)CC3)oc3ccccc23)cc1OC,44%,?,?,-1%,-17%,i,3%,-14%,i
CCn1c(SCC(=O)Nc2c(C)cccc2C)nnc1-c1nonc1NC(C)=O,-10%,9%[9.22 µM],14%,·,-6%,·,·,-8%,-2%
O=S(=O)(c1c(Cl)cc(Br)cc1Cl)N1CCN(C(=S)NC2CC2)CC1,32%,-19%,?,-5%,8%,i,-1%,7%,8%
CN(C)S(=O)(=O)c1cccc(NC(=O)CCCc2nc3ccccc3c(=O)[nH]2)c1,9%,-2%,6%,2%,12%,i,2%,3%,-16%

# Random excerpt: two compounds from above.
SMILES,FUS yeast rescue,TDP43 rescue,GLP1R inv ag,MmCpn inh,HEK293 tox,Akt phos inh,aSyn yeast inh,Abeta rescue,PTHR1 ag
O=C1CSc2ccc(C(=O)NCc3ccccn3)cc2N1,-6%,5%,19%,?,21%,i,-8%,-7%,?
O=S(=O)(c1c(Cl)cc(Br)cc1Cl)N1CCN(C(=S)NC2CC2)CC1,32%,-19%,?,-5%,8%,i,-1%,7%,8%

# From PubChem BioAssay

# A portion of the library; count on the stated rates, not on these rows.
